MEX-5 binding – C. elegans MEX-5 TCR-2 RNA binding activity; Q9XUB2; MEX-5/FITC-TCR2 RNA binding, fluorescence polarization; hits give low values; activity score (negative = inhibition of binding), % at 10 µM; 0.38% of 300,000 active; AID 1832;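 active = inhibition past about -25% in most replicates, and total fluorescence under double the plate's negative control median, limit read from the data; inconclusive = replicates evenly split on the limit, or fluorescence at least double controls; inactive = too little inhibition in most replicates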;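 note: 0% = DMSO and -100% = 5 µM competing unlabeled TCR2 RNA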
Efflux pump mplx – blocks antifungal efflux pumps in multiplex yeast assay. 0.44% of 330,000 active. inhibition, % at 10 µM. AID 485275. S. cerevisiae Candida pump triplex, Nile Red efflux;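 active = plate passing quality check with inhibition over a set limit, or well fluorescence over plate mean plus 4 SD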;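 note: Nile Red retained in pooled yeast measured as flow cytometry median fluorescence; 0% = buffer negative control and 100% = Enniatin B positive control; higher means more Nile Red kept so more efflux inhibition; some compounds called inactive have numbers as strong as hits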
GRK2 aptamer HTS – blocks RNA aptamer binding to human GRK2; bead flow cytometry, FAM-aptamer displacement from GRK2; inhibition of aptamer binding, % at 10 µM; 0.59% of 330,000 active;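 active = inhibition of aptamer binding above 40%, roughly 3 SD of noise, on plates passing a quality check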;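 note: median bead fluorescence of bound FAM aptamer so fluorescent compounds give negative values; no value below 0 was filed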
VLA-4 inh – inhibition in a human VLA-4 binding assay; VLA-4 expressing cells, ligand binding flow cytometry; inhibition, % (about 7 µM as worked out from the volumes in the protocol); 0.2% of 330,000 active; P13612; in the data active = inhibition above about 50%
Target sequence (P13612 whole entry, looked up): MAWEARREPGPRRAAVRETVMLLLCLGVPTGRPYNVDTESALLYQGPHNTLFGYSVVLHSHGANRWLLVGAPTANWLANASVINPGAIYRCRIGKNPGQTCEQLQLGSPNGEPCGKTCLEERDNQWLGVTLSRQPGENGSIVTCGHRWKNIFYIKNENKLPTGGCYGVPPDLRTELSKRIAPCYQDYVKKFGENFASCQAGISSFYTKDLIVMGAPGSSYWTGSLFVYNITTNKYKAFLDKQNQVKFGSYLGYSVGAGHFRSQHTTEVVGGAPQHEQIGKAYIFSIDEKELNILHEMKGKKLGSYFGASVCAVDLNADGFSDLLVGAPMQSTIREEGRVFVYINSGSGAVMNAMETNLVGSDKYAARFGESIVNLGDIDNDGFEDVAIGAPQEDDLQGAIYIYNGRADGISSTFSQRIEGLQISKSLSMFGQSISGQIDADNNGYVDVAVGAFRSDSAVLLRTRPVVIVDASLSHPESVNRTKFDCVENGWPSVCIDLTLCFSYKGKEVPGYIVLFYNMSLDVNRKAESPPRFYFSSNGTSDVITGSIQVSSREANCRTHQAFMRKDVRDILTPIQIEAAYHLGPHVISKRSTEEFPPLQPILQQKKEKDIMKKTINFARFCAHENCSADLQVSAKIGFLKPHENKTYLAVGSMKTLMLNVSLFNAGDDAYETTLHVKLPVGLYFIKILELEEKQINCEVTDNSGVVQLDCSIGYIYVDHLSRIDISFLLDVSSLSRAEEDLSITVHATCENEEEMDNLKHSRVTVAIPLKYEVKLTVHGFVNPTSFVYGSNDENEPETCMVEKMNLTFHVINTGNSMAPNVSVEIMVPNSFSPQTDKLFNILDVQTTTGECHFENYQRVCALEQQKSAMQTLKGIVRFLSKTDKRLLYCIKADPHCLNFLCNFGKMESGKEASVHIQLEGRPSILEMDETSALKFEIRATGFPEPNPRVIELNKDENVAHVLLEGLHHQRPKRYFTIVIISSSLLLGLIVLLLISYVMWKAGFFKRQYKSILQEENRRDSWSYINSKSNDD
MCL1-BIM inh – disrupts human MCL1 binding to BIM-BH3 peptide. Q07820. GST-MCL1 / FITC-Bim-BH3 fluorescence polarization. inhibition, % at 10.9 µM. 0.68% of 320,000 active. AID 2057;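 active = inhibition above the mean inhibition of all tested compounds plus 3 SD, set per campaign, cut at about 40% in these data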;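 note: 0% = DMSO wells and 100% = unlabeled Bim-BH3 peptide control; higher means more loss of mP so more displacement of Bim peptide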
PME-1 inh – PME-1 (human) inhibition. inhibition, % at 5.9 µM. recombinant PME-1, FP-Rh probe fluorescence polarization. Q9Y570. 0.53% of 320,000 active;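 active = inhibition above the campaign mean of all compounds plus 3 SD, cut at about 26% in these data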;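 note: competitive labeling of PME-1 active site by serine hydrolase directed probe; 0% = PME-1 with DMSO and 100% = wells lacking PME-1 enzyme; inhibitors block probe labeling so polarization falls and inhibition rises; many of its hits are not listed in these tables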
Bcl-xL primary – inhibitors of human Bcl-xL. Q07817. GST-Bcl-xL / FITC-Bim BH3 peptide fluorescence polarization. inhibition, % at 10.9 µM. 0.7% of 320,000 active;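 active = inhibition above the mean of all tested compounds plus 3 SD, cutoff set per campaign, cut at about 30% in these data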;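 note: 0% = DMSO wells and 100% = unlabeled Bim-BH3 peptide competitor; inhibitors lower millipolarization by displacing the labeled peptide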
Fam108B inh – blocks mouse Fam108B hydrolase in RBBP9 counter-screen; recombinant Fam108B, FP-Rh probe fluorescence polarization; inhibition, % at 9.51 µM; 0.33% of 300,000 active; AID 1947;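 active = inhibition above the screen mean inhibition plus 3 SD, computed separately per campaign, cut at about 18% in these data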;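 note: inhibitors lower polarization as less probe binds the enzyme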
GLD-1 RNA inh – GLD-1-TGE RNA interaction inhibition (C. elegans); Q17339; purified GLD-1 + fluorescein TGE RNA, fluorescence polarization; inhibition, % at 5.96 µM; 0.44% of 320,000 active; AID 2280;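 active = percent inhibition above a per-plate cutoff, the plate mean of test compounds plus 3 SD, cut at about 30% in these data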;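 note: 0% = DMSO wells with GLD-1 and probe and 100% = wells lacking GLD-1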
* hit, by the source's call; ? = inconclusive; · = not tested or not shown. Not all compounds are listed; rates above refer to the full screens.

SMILES	MEX-5 binding	Efflux pump mplx	GRK2 aptamer HTS	VLA-4 inh	MCL1-BIM inh	PME-1 inh	Bcl-xL primary	Fam108B inh	GLD-1 RNA inh
O=C(NCCCN1CCCCC1)c1ccc2c(c1)ncn2C1CCCC1	2.6	0.0	0	7	9	-3	7	4	9
Cc1nn(C)c(C(=O)N2CCc3ccccc32)c1Br	1.7	0.0	41*	-12	6	-3	4	1	-1
CC(=O)c1c(C(C)=O)c(C)n(-c2ccc(O)cc2)c1C	-0.5	0.0	3	2	1	-3	1	3	7
Cc1cccc(NC(=O)CN2CCCCCC2)c1	-0.1	-0.1	4	-4	-2	5	0	2	-3
CC(=O)Nc1ccc(S(=O)(=O)NCCC(=O)OCC(=O)N2CCN(C(=O)c3ccco3)CC2)cc1	-1.1	1.9	8	7	7	1	3	1	-1
O=C(Nc1ccccc1O)c1ccc(NS(=O)(=O)c2cccc3cccnc23)cc1	-2.8	0.0	2	-60	-9	0	-7	-3	6
CN(CC(=O)Nc1ccc(Cl)cc1)C(=O)CNC(=O)Cc1cccc2ccccc12	·	0.1	1	8	6	-3	3	·	-1
CCOC(=O)c1c(-c2ccc(C)o2)csc1NC(=O)COC(=O)c1cccs1	-1.1	0.1	1	18	-9	-9	-4	-5	0
Cc1ccc(OCCC(=O)OCC(=O)N2CCN(S(=O)(=O)c3ccc(C)cc3C)CC2)cc1	0.0	0.0	2	9	-2	4	-5	1	2
Cc1ccc(C)c(OCCC(=O)N2CCN(S(=O)(=O)c3cc(C)ccc3C)CC2)c1	1.8	0.1	2	-2	8	8	7	1	10
O=C(NCc1cccnc1)C1CCC(c2ccc(Cl)cc2)CC1 (stereo unspecified)	0.0	-0.2	4	-10	1	-5	1	3	-3
CC(C)n1cc(C(=O)NC2CC(C)(C)Cc3c2cnn3-c2ccccc2)cn1 (stereo unspecified)	0.9	-0.1	0	7	9	1	5	0	3
Cc1cccc(-c2nc3ccccc3c(=O)n2NC(=O)/C=C/c2ccc([N+](=O)[O-])cc2)c1	-0.5	0.2	0	36	-8	-6	-3	-3	-1
CN1C(=O)C2(NC(=O)c3ccccc3N2C)c2ccccc21 (stereo unspecified)	3.4	-0.1	4	-4	5	3	6	-1	3
COc1ccc2c3c(cccc13)C(=O)CC2	?	0.1	4	1	·	·	·	·	·
Cc1ccc(NC(=O)OCCNC(=O)OC(C)C)cc1	0.1	0.0	0	6	-4	0	4	-2	3
Nn1c(CSc2ccccn2)nc2ccccc2c1=O	1.3	0.0	0	-2	7	-4	4	-2	6
O=C(N/N=C/c1cc([N+](=O)[O-])ccc1O)c1c[nH]c2ccccc12	-0.1	0.0	0	0	15	13	0	10	0
CN(C)S(=O)(=O)c1cccc(NC(=O)COc2ccc3ccccc3c2)c1	·	0.2	0	11	6	-20	3	·	9
Cc1cc(NC(=O)C(C)C)ncc1NC(=O)c1ccccn1	-0.1	0.0	0	0	3	2	5	-5	6
Cc1ccc(-n2c(-c3ccccc3)n[nH]c2=S)c(C)c1	4.4	0.1	0	10	-11	-1	-2	-3	-4
CC(=O)c1ccc(NC(=O)C2CCCN2S(=O)(=O)c2ccc(F)cc2)cc1 (stereo unspecified)	1.5	-0.2	4	-1	8	-19	3	0	4
COc1ccc(N2C(=O)c3ccc(NC(C)=O)cc3C2=O)cc1	1.0	0.0	0	25	8	-4	4	4	0
CCCC(=O)Nc1ccc2c(c1)nc(CN1CCN(C(C)=O)CC1)n2C	·	0.0	0	-6	1	-4	2	-1	3
C/C(=N\NC(=O)c1ccn(C)n1)c1ccc(NC(=O)C2CCCC2)cc1	3.1	-0.3	0	13	7	4	4	1	-2
SMILES	MEX-5 binding	Efflux pump mplx	GRK2 aptamer HTS	VLA-4 inh	MCL1-BIM inh	PME-1 inh	Bcl-xL primary	Fam108B inh	GLD-1 RNA inh
O=S1(=O)CCC(NC(=S)N2CCCCC2)C1 (stereo unspecified)	2.3	0.0	0	10	10	4	9	2	6
Cc1ccccc1C(=O)NNC(=O)C12CC3CC(CC(C3)C1)C2	0.8	-0.1	0	16	-1	4	3	0	5
FC(F)Sc1ccc(N=C2NN=C(c3ccc4c(c3)OCCO4)CS2)cc1	-2.3	0.2	2	23	7	21	-3	3	2
COc1ccc(-n2nc3cc(C)c(NC(=O)c4cccnc4)cc3n2)cc1	-0.5	-0.1	3	1	7	-2	6	2	2
COc1ccc(-n2c(Cc3cc(=O)[nH]c(=O)[nH]3)nnc2SCC(=O)N2CCC(C)CC2)cc1	·	0.1	0	10	13	0	14	-1	15
O=C(CN1CCN(C(=O)c2ccc(OCc3cn4ccccc4n3)cc2)CC1)Nc1cccc(F)c1	·	-0.1	0	0	·	·	·	·	-4
COc1cccc(NC(=S)N(Cc2cccc(Br)c2)CC2CCC(C(=O)O)CC2)c1 (stereo unspecified)	-0.3	0.2	0	-11	5	0	3	1	-8
COc1ccc(CN2CCc3ccccc3C2)c(OC)c1OC	-1.3	-0.1	7	6	3	-1	1	7	-1
O=C(NN1C(=O)C2C3C=CC(O3)C2C1=O)c1ccccc1 (stereo unspecified)	-3.6	0.0	0	40	8	-6	12	1	6
CC(=O)N1c2ccc(S(=O)(=O)NCCC(=O)NCc3ccc(N(C)C)cc3)cc2CC1C (stereo unspecified)	-4.8	0.0	3	6	4	6	1	4	-1
CCC(=O)c1ccc(OCc2ccc(C(=O)c3ccccc3)cc2)cc1	0.8	-0.1	1	5	2	-5	-1	-5	-1
c1ccc(NC2=Nc3cccc4cccc2c34)cc1	-3.1	0.0	0	3	-19	10	-3	9	-4
C=CCn1c(SCC(=O)N(CCOC)c2c(N)n(CCCC)c(=O)[nH]c2=O)nnc1-c1ccc(Cl)cc1	-1.3	0.0	1	2	-5	1	-11	5	-16
NC(=O)CC(NC(=O)c1ccc(Br)cc1)c1ccc(N2CCN(c3ccc(F)cc3)CC2)c([N+](=O)[O-])c1 (stereo unspecified)	1.8	0.1	0	1	6	-6	4	-10	5
CSCCC(N=CC1=C(O)CC(C)(C)CC1=O)C(=O)O (stereo unspecified)	-0.2	0.2	1	0	5	-5	4	-3	-3
COc1cccc2c(Cl)c(CCCl)c(C)nc12	-0.5	0.2	1	2	-1	-7	-2	-6	-5
CC(=O)c1c(N2CCOCC2)nc(=O)n(-c2ccccc2)c1C	0.7	0.0	0	-10	-2	1	1	3	-3
O=C(NCC1CCCO1)C1CCN(C2CCN(C3CCCCCC3)CC2)CC1 (stereo unspecified)	-9.0	-0.1	0	1	10	-3	12	3	5
CC12CCC(=O)N1C(C(=O)Nc1nc(-c3ccccc3Cl)cs1)CS2 (stereo unspecified)	1.7	0.0	6	7	2	3	-1	-6	4
C/C(CCN1CCc2nc(-c3ccccc3)c(-c3ccccc3)cc2C1)=N\O[C@@H](C)c1cc(-c2c(C)cc(C)cc2C)no1	1.0	0.1	0	-6	5	2	2	4	-3
Cc1nc(C2CCC3C4CCC5=CC(=O)CC[C@]5(C)C4CC[C@]23C)cs1 (stereo partly specified)	2.5	2.0*	3	2	-10	1	-4	-2	-5
Cc1cc(C)c2ccc(=S)[nH]c2n1	-3.6	-0.1	4	-3	-4	-2	3	0	6
COc1cc(/C=C(/NC(=O)c2ccccc2)C(=O)Nc2cccc(O)c2)c([N+](=O)[O-])cc1OC	2.2	0.0	0	14	5	1	1	2	6
COc1ccc(N(CC(=O)NCc2ccncc2)S(=O)(=O)c2ccccc2[N+](=O)[O-])c(OC)c1	-0.2	0.2	0	-8	11	-2	8	1	6
COc1ccc(C(CNC(=O)c2oc3c(Cl)cccc3c2C)N2CCCC2)cc1 (stereo unspecified)	4.9	0.0	0	3	-4	2	5	0	1
SMILES	MEX-5 binding	Efflux pump mplx	GRK2 aptamer HTS	VLA-4 inh	MCL1-BIM inh	PME-1 inh	Bcl-xL primary	Fam108B inh	GLD-1 RNA inh
O=C(O)CNC(=O)CC1S/C(=N/N=C2\CSC(=O)N2)NC1=O (stereo unspecified)	-1.2	-0.1	0	9	12	1	13	1	11
COc1ccc(/C=C2/SC(=S)N(CCCC(=O)Nc3ccc(O)cc3)C2=O)cc1	-1.0	0.0	1	7	0	9	1	3	-2
O=C(COC(=O)c1cc(Cl)nc(Cl)c1)NC1CCCCCC1	·	0.1	9	1	·	·	·	·	16
O=C(CSc1nnc(CNC(=O)c2ccc(F)cc2)o1)NCc1ccc2c(c1)OCO2	1.1	-0.2	1	11	-6	0	1	-4	7
COc1ccc(Nc2nc(N)nc(CN3CCc4ccccc4C3)n2)cc1	1.0	-0.1	0	2	0	0	5	2	3
CSc1ccccc1NC(=O)CN(C)CC(=O)c1c(C)[nH]c2ccccc12	·	0.0	1	0	-3	8	2	·	-3
COc1ccc(/C=N/NC(=O)CSCc2ccc([N+](=O)[O-])cc2)cc1OC	0.8	0.1	0	13	-4	3	3	-1	-4
CCCC(=O)N(CCN1CCOCC1)c1nc2c(OCC)cccc2s1	1.7	0.3	0	-14	1	0	7	-1	5
Cc1ccccc1C(=O)O/N=C1\CCS(=O)(=O)c2sccc21	0.1	0.0	2	14	5	25	4	-6	-4
CC(C)c1cc(C(C)C)c(S(=O)(=O)N2c3ccccc3[C@@]3(Br)C[C@H]4C(=O)N[C@@H](Cc5ccccc5)C(=O)N4[C@@H]23)c(C(C)C)c1	1.8	0.1	0	-1	0	-5	1	-9	0
C=CCN1C(=O)/C(=C\c2cc(Br)c(OCc3ccccn3)c(OC)c2)SC1=S	-3.0	0.0	0	-15	10	4	9	0	-6
COc1cccc(Cn2c(=O)c3[nH]cnc3n(-c3ccccc3C)c2=O)c1	2.8	-0.1	0	1	2	1	-1	4	6
CC(C)c1ccc2c(c1)C(N1CCNCC1)Cc1ccc(F)cc1S2 (stereo unspecified)	-2.3	0.1	0	17	6	3	8	0	7
Cc1nnc(SCC(=O)Nc2ncc(Cc3ccc(F)cc3)s2)n1N	1.2	-0.1	0	-5	12	-6	0	-4	0
CN(C)S(=O)(=O)c1ccc2nnn(OCC(=O)NC34CC5CC(CC(C5)C3)C4)c2c1	3.1	0.1	0	-9	-6	-1	0	4	0
CCOC(=O)c1c(C)oc2cc(Br)c(OC)cc12	-0.6	0.0	4	-1	5	-3	2	1	3
C=CCN(CC=C)S(=O)(=O)c1ccc(NC(=S)NC(=O)Cc2ccc(OC)cc2)cc1	-0.7	0.0	0	-2	9	-26	4	-7	6
CC(=O)N1CCc2cc(S(=O)(=O)CCC(=O)N(C)c3cc(C)ccc3C)ccc21	0.6	-0.1	2	18	4	0	9	0	2
Cc1ccc(/C=C2\SC(=S)N(c3c(C)n(C)n(-c4ccccc4)c3=O)C2=O)cc1	-3.0	0.0	1	17	9	1	9	-1	2
CN(C(=O)Nc1ccccc1)n1cnc2ccccc2c1=O	-0.1	0.1	0	-4	5	-1	6	-3	3
Cc1ccc(C)c(S(=O)(=O)N2CCN(C(=O)C(C)Sc3ccccc3)CC2)c1 (stereo unspecified)	-0.3	-0.4	7	21	4	10	0	1	-7
C=C(C)C1CC=C(C)/C(=N/NC(=O)c2cccs2)C1 (stereo unspecified)	0.7	0.0	0	9	14	3	1	-4	6
CCN/N=C(\Cc1nc2ccccc2[nH]1)c1ccccc1	1.1	0.2	0	-38	-2	4	-2	6	-5
COC(=O)\C(C(C)=O)=C(/C=C/C=C/C=C/N(C)C)N(C)C	·	-0.1	71*	-7	50*	-9	28	1	19
